# Screening data from PubChem.
# Tb PFK block = T. brucei PFK enzyme inhibition | O15648 | T. brucei PFK, ADP-Glo luminescence | Potency, µM (highest dose often 57.5 µM), for the others: at the top dose activity, negative = inhibition, usual class: inhibitors | hit rate 0.17% among 330,000;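 also: potency is read from the fitted curve at half-maximal effect; 0% = uninhibited 1x PFK enzyme wells and -100% = no-enzyme wells; nearly all actives have a fitted effect of over 60% in size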
#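 In TEA buffer at pH 8.0 with 5 mM MgCl2, enzyme (1.25 nM) converted F6P (0.5 mM) and ATP (0.1 mM) for 45 min at room temperature. ADP product was read by luciferase luminescence.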
# Giardia killer = kills Giardia lamblia; Giardia lamblia trophozoite viability; activity change, % at 7.66 µM, hits read low; hit rate 0.15% among 340,000; AID 540267; in the data active = activity change below about -80%; inconclusive = between about -30% and that limit;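 also: parasites exposed to compound for two days anaerobically before the ATP read; % is scaled to controls: 0 for no effect and ±100 for the full control effect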
#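 Compounds were tested on trophozoites seeded at 100 cells/well and held 48 hrs at 37 deg C anaerobically. An ATP-based luminescent kit measured the remaining live cells.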
# CXXC DNA block = inhibitors of human MLL CXXC domain-DNA interaction | Q03164 | MLL-CXXC / FITC-HOXA9 DNA fluorescence polarization | Potency, µM (series often up to 115 µM), inactives show at the top dose activity change, negative = inhibition, actives largely listed as inhibitors | hit rate 0.037% among 290,000 | AID 2662; active = well fitted inhibition curve with a large enough effect in the polarisation, with a control signal flat, not every such curve was filed as active; inconclusive = small, poorly fitted or top-dose-only effect, or effect the other way, or a change in a side signal; inactive = no such curve, though single readings can be large or run the other way; the % refers to the polarisation; also: potency is read from the fitted curve at half-maximal effect
#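 Fluorescence polarization: 7 uM MLL-CXXC (stock) preincubated 5 min with compounds, then 50 nM fluorescein-HOX-A9 DNA (stock) added; 30 min ambient. Buffer 50 mM Tris-HCl pH 7.5, 50 mM NaCl, 1 mM DTT, 0.05% BSA.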
# hERG WT inh = inhibitors of human wildtype KCNH2 potassium channel; Q12809; U2OS, BacMam KCNH2, thallium flux FluxOr; active compounds read low; activity change, % at 1.84 µM; hit rate 0.37% among 340,000; AID 720551;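 active = maximum activity change below -70%; inconclusive = maximum activity change between -70% and -50%; inactive = maximum activity change above -50%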; also: % is scaled to controls: 0 for no effect and ±100 for the full control effect
# Target sequence (Q12809 whole entry, looked up): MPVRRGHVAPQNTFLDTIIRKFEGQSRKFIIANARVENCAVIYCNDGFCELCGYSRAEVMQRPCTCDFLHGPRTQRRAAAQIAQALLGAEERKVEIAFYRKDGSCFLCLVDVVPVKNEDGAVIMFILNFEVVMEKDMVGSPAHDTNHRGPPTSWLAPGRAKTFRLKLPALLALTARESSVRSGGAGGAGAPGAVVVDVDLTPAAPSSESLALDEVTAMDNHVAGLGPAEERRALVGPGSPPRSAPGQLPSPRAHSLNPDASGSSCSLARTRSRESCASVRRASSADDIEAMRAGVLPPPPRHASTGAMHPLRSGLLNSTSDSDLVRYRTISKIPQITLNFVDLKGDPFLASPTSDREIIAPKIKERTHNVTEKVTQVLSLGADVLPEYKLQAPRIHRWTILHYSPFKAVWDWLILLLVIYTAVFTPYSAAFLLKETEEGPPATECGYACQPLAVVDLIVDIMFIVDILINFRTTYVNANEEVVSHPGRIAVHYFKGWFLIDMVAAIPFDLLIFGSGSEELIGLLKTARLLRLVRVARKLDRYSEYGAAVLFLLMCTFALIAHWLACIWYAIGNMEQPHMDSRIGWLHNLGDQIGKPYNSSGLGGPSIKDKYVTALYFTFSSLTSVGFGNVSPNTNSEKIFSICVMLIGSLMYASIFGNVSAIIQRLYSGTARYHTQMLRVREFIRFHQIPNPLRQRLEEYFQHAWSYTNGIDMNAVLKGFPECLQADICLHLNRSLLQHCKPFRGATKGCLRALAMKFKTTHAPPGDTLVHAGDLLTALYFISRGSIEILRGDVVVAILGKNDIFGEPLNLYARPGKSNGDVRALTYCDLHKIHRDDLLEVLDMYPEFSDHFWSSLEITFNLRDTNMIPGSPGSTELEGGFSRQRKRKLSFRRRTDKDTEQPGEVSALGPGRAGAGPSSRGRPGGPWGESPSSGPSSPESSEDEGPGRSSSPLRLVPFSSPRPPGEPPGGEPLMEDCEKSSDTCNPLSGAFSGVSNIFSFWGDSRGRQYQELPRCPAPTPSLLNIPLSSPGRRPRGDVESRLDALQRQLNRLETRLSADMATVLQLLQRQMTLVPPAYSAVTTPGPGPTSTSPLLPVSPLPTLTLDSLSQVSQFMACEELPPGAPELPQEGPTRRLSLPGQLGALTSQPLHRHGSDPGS
#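 U2OS cells were transduced with wild-type KCNH2 virus (2.03 x 10^8 / mL) for 4 h at room temperature, then cultured overnight at 37 C. Thallium flux was read with FluxOr dye. Rate constants were normalized to DMSO controls.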
# TCR act = T cell receptor activation; Potency, µM (series often up to 9.22 µM), inactives show top-dose activation of IL-2 secretion, actives largely listed as activators; AID 504894; primary human leukocytes, anti-CD3, IL-2 HTRF, 48 h; 330,000 tested, under 10 active; also: % of control where 0% means no effect
#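 1) Mix primary human leukocytes, a-CD3 beads and compound. 2) Incubate 48 hr. 3) Add HTRF IL-2 reagents (a-IL-2-K, a-IL-2-d2).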
# BCR signal inh = chronic active BCR signaling inhibition; hit rate 0.05% among 340,000; ABC-DLBCL IkBa-CBG/CBR reporter, luminescence ratio, 4 h; Potency, µM (top dose mostly 46.1 µM), without a hit: top-dose ratio change, negative = lower green/red ratio, most hits filed as inhibitors; active = well fitted inhibition curve with a large enough effect in the signal ratio, with a control signal flat, not every such curve was filed as active; inconclusive = small, poorly fitted or top-dose-only effect, or effect the other way, or a change in a side signal; the % refers to the signal ratio;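 also: potency is read from the fitted curve at half-maximal effect; plate controls were basal doxycycline-induced cells for no effect and cells given 10 µM MG132 for full effect; MG132 reads +100%, hits lower the ratio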
#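 Cell line TMD8 (human ABC DLBCL), stably expressing tet-inducible CBG68-IkBa fusion and CBR; IMDM/0.5% FBS; cpd up to 46 uM; dox induction, 4 h, 37C/5% CO2; dual luminescence; green/red ratio; MG132 control.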
# GALK inh = blocks human galactokinase activity; Potency, µM (top dose mostly 57.5 µM), inactives show top-dose activity change, negative = inhibition, actives largely listed as inhibitors; hit rate 0.007% among 270,000; AID 1868; Purified GALK, Kinase-Glo residual ATP luminescence; also: potency is read from the fitted curve at half-maximal effect; % is scaled to controls: 0 for no effect and ±100 for the full control effect
#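 Galactose (100 uM) and ATP (35 uM) were turned over by 5 nM GALK for 1 h at RT. Kinase-Glo Plus then converted the remaining ATP into a luminescent signal.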
# A-T KAP1 phos = potential ataxia-telangiectasia treatments restoring KAP-1 phosphorylation; […] A-T fibroblasts, KAP-1 phosphorylation AlphaLISA; neocarzinostatin DNA damage 30 min before lysis; Potency, µM (titrated, usually from 57.5 µM), for the others: at the top dose activation, most hits filed as activators; hit rate 0.19% among 320,000; AID 485349; also: potency is read from the fitted curve at half-maximal effect; % of control where 0% means no effect; nearly all actives have a fitted effect of over 45% in size
#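 ATM-like activity read as KAP-1 phosphorylation via AlphaLISA donor/acceptor antibody pairs after lysis and 6 hr at 25C. Cells were ATM-null patient fibroblasts ([…], hTERT), dosed 60 min, then exposed to the DSB inducer NCS for 30 min.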
# FBPA coupling cs = coupling enzyme interference in Giardia aldolase counter-screen; AID 2472; hit rate 0.67% among 290,000; activity change, negative = inhibition, % at 58.2 µM, hits read low; coupling enzyme system counterscreen, AmpLite Red fluorescence; in the data active = activity change below about -30%; also: % is scaled to controls: 0 for no effect and ±100 for the full control effect
#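 Activity here indicates interference with the coupling reaction, not aldolase inhibition. Compounds at 57.5 uM final met coupling enzymes for 10 min at RT; substrate and AmpLite Red detection followed, with a 525/598 nm fluorescence read after 20 min.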
# TSHR antag = blocks TSH signaling through the human TSH receptor; hit rate 0.2% among 330,000; activity change, negative = inhibition, % at 11.5 µM; P16473; TSHR-expressing cells, TSH-stimulated cAMP HTRF, 2 h; active compounds read low; AID 504810;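 active = activity change below a set negative limit, meaning inhibition stronger than a set level, cut at about -70% in these data; inconclusive = activity change between two set negative limits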; also: % is scaled to controls: 0 for no effect and ±100 for the full control effect
#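 Antagonism was scored as loss of TSH-driven cAMP in TSHR cells, stimulated with 4nM TSH (EC80) for 2 hours at 37 deg C and detected by homogeneous HTRF competition immunoassay.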
# * hit, by the source's call; ? = inconclusive; . = no result given; [ ] = dose if it differs, or a comment. Unless noted, calls follow the shape of the dose curve; as a rule, active = well fitted curve in the direction sought with a large enough effect; inconclusive = small, poorly fitted or top-dose-only effect, or another doubt; inactive = no such curve, though single readings can be large; an effect the other way counts as inactive or inconclusive.
SMILES,Tb PFK block,Giardia killer,CXXC DNA block,hERG WT inh,TCR act,BCR signal inh,GALK inh,A-T KAP1 phos,FBPA coupling cs,TSHR antag
O=C(CSc1ccc(Cl)cc1)N1CCC(c2nc3ccccc3s2)CC1,-6.6%,1.6,-8.1%,-11.0,4.4%,?,-2.5%,6.7%,1.2,-38.6
Cc1cccc(C(=O)OCC(=O)NC2CC2)c1O,-2.6%,-7.3,.,3.3,-3.5%[46.1 µM],?,.,0.0%,.,15.2
CCC(=O)Nc1ccc(C(=O)CSc2nc(N)cc(N)n2)cc1,8.4%,-5.8,24.2%,-10.5,-2.8%,-8.6%,-1.2%,2.2%,-0.3,10.7
CC(O)c1ccc(Oc2cnccn2)cc1 (configuration not stated),0.2%,-16.0,21.3%,3.2,-1.4%,-0.3%,1.0%,-7.4%,2.9,-9.4
CC1CN(c2nc3c(c(=O)n(C)c(=O)n3C)n2Cc2c(F)cccc2Cl)CC(C)O1 (configuration not stated),-4.0%,4.9,7.2%,-19.6,-3.4%,-2.3%,7.3%,6.8%,4.8,7.5
CCCCc1nnc(SCC(=O)Nc2nccs2)n1C,0.2%,7.9,8.2%,6.9,-4.4%,?,-1.6%,7.2%,0.8,-9.3
Oc1cc2c(c(Cl)c1O)CCNCC2c1ccccc1 (configuration not stated),.,17.7,-2.2%,12.7,-0.8%,.,.,.,.,-12.8
O=C(Oc1ccc2c3c(c(=O)oc2c1)CCCC3)c1ccco1,1.0%,6.4,172.2%[activator],23.4,-2.6%,9.4%,-0.9%,-3.0%,-4.2,4.1
CCOC(=O)C(Sc1cc(-c2ccccc2)nc2ncnn12)C(C)=O (configuration not stated),-0.8%,-1.9,24.4%,0.3,1.0%,?,1.0%,-5.3%,-0.6,-0.4
O=C1/C(=C/c2cccs2)SC(=S)N1NS(=O)(=O)c1ccccc1,8.3%,1.9,-17.9%,-28.2,4.1%,?,-12.3%,-8.7%,10.9,2.0
O=C(CSc1nnc(CNC(=O)c2ccc(F)cc2)o1)NCc1ccc2c(c1)OCO2,-8.8%,-16.9,0.5%,0.9,-16.8%,-7.6%,-4.1%,6.7%,.,-0.8
CC12CC3CC(C)(C1)CC(NCc1ccncc1)(C3)C2,-5.4%,-6.3,4.1%,14.9,.,-0.4%,1.1%,4.1%,0.0,8.9
Cc1cc(C)n(CCNC(=O)C2CCC(=O)N(CC3CCCCC3)C2)n1 (configuration not stated),1.8%,0.6,-1.4%,3.8,-5.6%,2.0%,-1.3%,-13.7%,.,0.1
O=C(CSc1ccc(Cl)cc1)Nc1ccccc1N1CCN(C(=O)c2ccc(Cl)cc2)CC1,-0.4%,1.9,14.4%,3.2,4.0%[46.1 µM],?,-3.1%,6.4%,-1.3,2.8
Cc1c(-n2c(O)c(C3=c4ccccc4=NC3=O)sc2=S)c(=O)n(-c2ccccc2)n1C,-9.9%,-2.9,-5.5%,-8.6,-17.0%,-1.0%,-0.4%,-16.7%,-8.2,23.9
CC(C)(C)c1ccc(C(=O)N/N=C/c2ccc(OCCCF)cc2)cc1,-5.6%,-28.0,2.3%,-11.3,-36.5%,1.8%,-3.3%,3.7%,-0.3,-11.2
COCCNC(=O)CSc1nc2cc3c(cc2c(=O)n1Cc1ccco1)OCO3,-4.9%,6.0,-5.5%,-10.2,0.0%,-2.5%,-0.5%,-3.4%,-0.7,-8.6
CN1C(=O)c2ccccc2C(C(=O)NCCCN2CCCC2=O)C1c1c[nH]c2ccccc12 (configuration not stated),-0.4%,-5.9,-4.7%,-3.2,-7.0%,-2.0%,-0.7%,2.6%,5.8,6.4
O=C(NC(=S)Nc1ccccc1N1CCCC1)c1ccc(F)cc1,2.3%,-0.5,-3.2%,-8.8,-25.1%,?,1.5%,-0.4%,-26.2,17.6
CCOC(=O)c1ccc(NC(=O)CSc2nnc(Cc3cccs3)n2C)cc1,-2.0%,14.2,-0.4%,4.1,-4.4%,0.2%,0.0%,2.0%,-1.1,.

# Next section; the last 2 above are carried over.
SMILES,Tb PFK block,Giardia killer,CXXC DNA block,hERG WT inh,TCR act,BCR signal inh,GALK inh,A-T KAP1 phos,FBPA coupling cs,TSHR antag
O=C(NC(=S)Nc1ccccc1N1CCCC1)c1ccc(F)cc1,2.3%,-0.5,-3.2%,-8.8,-25.1%,?,1.5%,-0.4%,-26.2,17.6
CCOC(=O)c1ccc(NC(=O)CSc2nnc(Cc3cccs3)n2C)cc1,-2.0%,14.2,-0.4%,4.1,-4.4%,0.2%,0.0%,2.0%,-1.1,.
CON/C=C(\C=Nc1ccc(C(F)(F)F)cc1)c1ncc(C(F)(F)F)cc1Cl,1.5%,-10.8,6.2%,-6.5,1.6%,-7.4%,-2.5%,8.0%,-5.2,-11.5
O=C1CCCCCC1C1(O)C(=O)Nc2ccccc21 (configuration not stated),-0.1%,-15.3,-3.6%,4.7,8.5%,0.4%,-2.5%,8.2%,1.9,3.5
Cc1ccc(CN=c2c([N+](=O)[O-])nn(-c3ccc(Cl)cc3)n2O)cc1,-3.6%,?,-7.3%,7.5,0.7%,10.6%,7.7%,0.8%,-4.7,32.0
Cc1ccc(N2C(=O)CC(NNc3nc4ccccc4s3)C2=O)cc1C (configuration not stated),-3.2%,9.0,-5.1%,-0.5,3.2%[46.1 µM],-7.4%,-4.4%,-5.7%,0.2,-2.6
O=C(O)C1CCN(S(=O)(=O)c2ccc(N3CCCC3C(=O)O)c([N+](=O)[O-])c2)CC1 (configuration not stated),1.4%,-12.3,-7.9%,2.2,3.1%,-0.5%,-1.0%,1.3%,0.3,23.9
Cc1ccc(NCC(=O)N/N=C/c2cccc(Br)c2)cc1,4.8%,-15.1,-10.4%,-5.7,-19.2%,1.4%,-2.1%,-1.6%,-11.5,2.4
Cc1nnc(NC(=O)CSc2nnc(C)n2-c2ccc(F)cc2)s1,6.3%,4.0,2.0%,-11.3,-9.4%,2.8%,6.7%,-3.4%,-0.2,9.8
CC(=O)Nc1ccccc1NC(=O)c1cc(C)cc(C)c1,4.7%,14.6,15.2%,1.0,0.0%,0.0%,-1.6%,7.6%,-2.1,-11.1
COc1cc(C(=O)NCC(=O)Nc2c(C)cccc2C)ccc1OCc1ccccc1,6.3%,-6.7,.,-5.3,0.7%,-2.9%,.,10.9%,.,32.7
CC(C)(C)NC(=O)C(c1ccco1)N(C(=O)c1csnn1)c1ccccc1 (configuration not stated),3.5%,-23.1,-0.6%,22.8,5.0%,-1.3%,0.5%,0.6%,3.3,-5.0
O=C(O)Cc1ccc(NC(=S)NCc2ccco2)cc1,-8.3%,-11.2,11.1%,-6.9,-2.1%[46.1 µM],4.0%,-0.5%,-6.5%,0.4,-2.7
O=S(=O)(Nc1nc2cc3c(cc2nc1Cl)OCCO3)c1ccccc1,-6.9%,-6.0,-8.6%,.,0.9%,3.1%,11.7%,-1.5%,-9.1,0.1
CN1C(=O)C(C(=O)Nc2ccccc2F)c2ccccc21 (configuration not stated),-0.3%,2.4,-0.5%,1.0,-4.3%[46.1 µM],-7.5%,0.4%,-4.2%,-3.8,8.3
CCCCNC(=O)CC1N=C2c3ccccc3N=C(SCC(=O)Nc3cccc(C)c3)N2C1=O (configuration not stated),-2.2%,11.7,-7.1%,0.4,5.8%,?,4.9%,-6.9%,4.2,6.6
Cc1cccn2cc(-c3cccc(S(=O)(=O)N4CCOCC4)c3)nc12,-1.0%,15.7,-4.9%,1.7,5.6%,?,2.6%,18.4%,.,6.4
COc1cccc(/C=C/C(=O)OCC(=O)NCC2CCCO2)c1 (configuration not stated),-2.4%,16.1,8.4%,-6.2,-0.3%[46.1 µM],2.1%,2.9%,17.0%,2.5,5.9
CC1(C)CC(NC(=O)C(=O)NCCc2ccccc2)CC(C)(C)N1,-4.7%,-8.8,2.0%,0.2,4.9%,4.2%,1.8%,2.2%,2.1,5.6
CC(=O)NC1=NN(C(C)=O)C(c2ccccn2)S1 (configuration not stated),-3.8%,-0.9,1.8%,1.7,-5.1%,0.6%,2.8%,4.3%,2.1,25.2
C=CCn1c2ccccc2c2nnc(SC(CC)C(=O)Nc3nc(C)c(C(=O)OCC)s3)nc21 (configuration not stated),0.1%,14.5,4.4%,-38.5,-0.5%,6.4%,1.0%,2.1%,-2.7,-12.2
N#Cc1c(-c2cccs2)cc(-c2cccnc2)nc1N,3.1%,5.0,-9.6%,-6.8,1.1%,?,0.0%,6.7%,1.3,-4.8
COc1ccc(-c2ccc3c(N)c(C(=O)NC(C)C)sc3n2)cc1OC,12.0%,8.1,0.0%,-4.6,-1.4%,-23.8%,1.4%,?,0.8,-0.5
COc1ccccc1C(=O)Nc1c2c(nn1-c1ccc(Cl)cc1)CS(=O)(=O)C2,-0.6%,7.6,11.3%,13.2,-2.9%,0.6%,-2.2%,-3.5%,1.8,-8.9
